Screens (PubChem)
LYP inhibition: inhibitors of LYP phosphatase, biochemical, fluorescence intensity, uHTS (AID 1779); one-dose inhibition, % at 11.5 µM; IC50 in µM for titrated hits; Tyrosine-protein phosphatase non-receptor type 22 (Homo sapiens); recombinant LYP phosphatase, fluorescence intensity; higher % means a stronger effect; 290,000 compounds, 0.054% hits; in the data active = inhibition above about 50%;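 also: plate controls were vehicle with enzyme for no effect and no enzyme for full effect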
NTR1 agonist: agonists of NTR1, primary screen, imaging, U2OS cells, beta-arrestin-GFP, high content (AID 493036); NTR1-U2OS beta-arrestin-GFP spot imaging, agonist mode; Neurotensin receptor type 1 (Homo sapiens), P30989; activation, % at 20 µM; 330,000 compounds, 0.17% hits;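 active = activation at or above 40% of the spot to cytoplasm intensity ratio, with at least 20 cells analyzed; inconclusive = wells under 20 cells, flagged as cytotoxic or low count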;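 also: 0% = DMSO without peptide and 100% = 100 nM NTR1 peptide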
Target sequence (P30989 whole entry, looked up): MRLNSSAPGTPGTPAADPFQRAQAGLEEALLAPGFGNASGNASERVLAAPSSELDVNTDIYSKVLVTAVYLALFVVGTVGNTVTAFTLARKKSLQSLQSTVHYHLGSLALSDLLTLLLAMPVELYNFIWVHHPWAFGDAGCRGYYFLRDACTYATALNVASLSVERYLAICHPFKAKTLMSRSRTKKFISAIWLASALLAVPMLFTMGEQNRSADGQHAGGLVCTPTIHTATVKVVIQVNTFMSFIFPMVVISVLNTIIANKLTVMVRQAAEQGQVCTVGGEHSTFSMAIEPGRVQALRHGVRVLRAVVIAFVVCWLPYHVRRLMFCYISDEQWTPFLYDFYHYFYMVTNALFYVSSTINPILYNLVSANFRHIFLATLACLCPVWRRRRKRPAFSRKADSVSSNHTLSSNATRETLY
Autophagy HCS: autophagy modulators in MEF cells, primary screen, imaging, high-content, MEF GFP-LC3 | MEF GFP-LC3 puncta imaging; test concentration mostly 10 µM | calls only at 10 µM (by protocol) | 190,000 compounds, 0.98% hits | AID 463193, 2010;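 active = percentage of spot-positive cells more than 3 SD above its plate mean, without a fluorescence outlier flag or 80% toxicity; inconclusive = no clear call, values can overlap the other calls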;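 also: spot-positive cell cutoff set from DMSO-treated cells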
K1F lysis inhibition: inhibition of K1F phage lysis, E. coli UTI89, bacterial capsule biogenesis inhibitors, alamar blue (AID 488966). E. coli UTI89 K1F phage lysis, alamar blue, 2 h; higher % means a stronger effect. inhibition, % at 100 µM; hits with a dose series show IC50 in µM. 340,000 compounds, 0.02% hits;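 active = phage lysis inhibition, versus mean bacterial control, above a set limit; inconclusive = no clear call, values can overlap the other calls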;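 also: capsule biogenesis inhibitors block K1F phage lysis so surviving cells raise fluorescence; higher fluorescence means more inhibition of phage lysis; actives were called in the ten point dose series up to 300 µM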
WT yeast gro inh: growth inhibition of WT strain, primary screen, mitochondrial fusion inhibitor project, WT and mutant strains, chemical genetic; mitochondrial fusion phenotypic screen; inhibition, % at 10 µM; 190,000 compounds, 2.1% hits; in the data active = inhibition above about 58%; tested in S. cerevisiae
AID2073: inhibitors of Mint1-CaV2.2 protein interaction, biochemical, HTRF (AID 2073); inhibition, % at 20 µM; hits with a dose series show IC50 in µM; 290,000 compounds, 0.19% hits; Voltage-dependent N-type calcium channel subunit alpha-1B (Homo sapiens); HTRF protein-protein interaction, Mint1-CaV2.2; higher % means a stronger effect; in the data active = inhibition mostly above about 51%, no sharp cut-off; inconclusive = no clear call, values can overlap the other calls; inactive = mostly below about 53%; also: some results filed as inactive read as strong as hits
RSV antiviral HEp-2: RSV antiviral activity via CPE protection, HEp-2 cells, primary 10 µM value included (AID 2391); HEp-2 cells, RSV-induced CPE inhibition; higher % means a stronger effect; 310,000 compounds, 0.13% hits; CPE inhibition, % at 10 µM, or IC50 in µM where a hit was titrated; in the data active = a potency from the dose series; inconclusive = CPE inhibition mostly from about 23% at the one dose, without a potency; inactive = the rest, 99 in 100 with CPE inhibition below about 21%; also: strong numbers were not always called active
GPR35 antagonists: GPR35 antagonists blocking zaprinast-driven arrestin recruitment, primary screen, imaging, U2OS, beta-arrestin-GFP, zaprinast agonist (AID 2058); G-protein coupled receptor 35 (Homo sapiens); U2OS GPR35 beta-arrestin-GFP translocation imaging, zaprinast antagonism; higher % means a stronger effect; inhibition, % at 10 µM, or IC50 in µM where a hit was titrated; 290,000 compounds, 0.052% hits;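 active = inhibition of at least 50% with at least 30 cells and total cytoplasm GFP at most 10,000,000; inconclusive = under 30 cells or total GFP of 10,000,000 plus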
Dengue-2 NS5 capping: Dengue-2 NS5 methyltransferase inhibitors, primary screen, biochemical, confirmation dose response (AID 588689); Dengue-2 NS5 methyltransferase capping enzyme assay, biochemical; higher % means a stronger effect; inhibition, % at 25 µM; hits with a dose series show IC50 in µM; 340,000 compounds, 0.3% hits; in the data active = a potency from the dose series; inconclusive = inhibition above about 29% without an active follow-up result
WT yeast gro inh mutant strain: further read-out of WT yeast gro inh, marked with its call; inhibition, %; mitochondrial fusion phenotypic screen, mutant strain inhibition
Autophagy HCS cell loss 18 h: second read-out of Autophagy HCS, no call of its own (marks repeat the call); toxicity, %; measured here: cell loss, nuclei count;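 cell loss after 18 h compound exposure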
NTR1 agonist cell count 20 µM: second read-out of NTR1 agonist, no call of its own (marks repeat the call); cell count; measured here: cell count, cytotoxicity flag
An asterisk follows results filed as active; i = inactive; ? = inconclusive; . = no result given; + = active, no number; [ ] = remark or other dose.

smiles	Dengue-2 NS5 capping	AID2073	Autophagy HCS cell loss 18 h	NTR1 agonist cell count 20 µM	NTR1 agonist	K1F lysis inhibition	Autophagy HCS	LYP inhibition	GPR35 antagonists	WT yeast gro inh	RSV antiviral HEp-2	WT yeast gro inh mutant strain
Cc1cccc(C)c1NC(=O)C(c1ccccc1)N1CCC2(CC1)OCCO2 (stereo not given)	-1%	.	-2	51	0.4	3.7%	i	.	.	.	1.6%	.
CCOc1ccc(C(=O)NC2CC3CCCC(C2)N3Cc2ccccc2)cc1 (stereo not given)	-9%	-1%	.	49	0.7	-1.4%	.	-11%	-4%	.	0.3%	.
O=C1c2ccccc2C(=O)N1CC#CCN1CCN(C(c2ccccc2)c2ccccc2)CC1	11%	-12%	-4	34	0.4	0.6%	i	4%	-55%	68*	-1.6%	34*
CC1CCc2c(sc(NC(=O)c3cccs3)c2C(=O)O)C1 (stereo not given)	9%	21%	.	100	1.4	0.1%	.	3%	2%	.	8.9%	.
COc1ccc(S(=O)(=O)N2CCCCC2)cc1NC(=O)CN(C)C1CCCCC1	-4%	-2%	5	62	2.8	0.6%	i	-8%	-12%	3	0.6%	-2
CC(C)C(O)C1CCN(Cc2nc(-c3cccs3)no2)CC1 (stereo not given)	3%	-9%	19	37	1.2	-1.3%	i	-9%	-6%	5	-0.4%	5
COc1ccc2c(c1)CCc1c(C(=O)NCCN3CCOCC3)noc1-2	-3%	9%	-10	58	-2.2	i	i	0%	-6%	-6	1.4%	-6
NC(=O)C[n+]1ccc(/C=N/O)cc1	-11%	25%	13*	92	0.3	0.0%	+	0%	9%	-17	0.6%	-33
COc1cc(OC)c(OC)cc1CN1CCN(C(=O)CC(C)C)CC1	3%	13%	.	65	-0.4	3.5%	.	-4%	-3%	.	1.3%	.
COc1ccc(Cl)cc1NC(=O)CN(C)CC(=O)NCc1cccs1	-1%	.	.	62	1.7	-0.2%[50 µM]	.	.	.	.	0.3%	.
Cc1ccc(NC(=O)CCC(=O)OCC(=O)c2ccc(Oc3ccc([N+](=O)[O-])cc3)cc2)cc1	0%	30%	14	91	1.0	0.1%	i	-4%	0%	-12	0.3%	5
Cc1ccc(NC(=S)NC2CC3CCCC(C2)N3Cc2ccco2)cc1 (stereo not given)	-14%	-18%	1	30	1.6	-0.3%	i	1%	-1%	8	-0.2%	0
CC1=C(C(=O)Nc2ccccc2)C(c2ccc(N(C)C)cc2)NC(=O)N1 (stereo not given)	-22%	-3%	15	67	-1.0	-0.9%	i	-8%	2%	-1	-0.1%	-28
COc1ccc(Cn2nnc3c(=O)[nH]c(C4CCN(S(=O)(=O)c5ccc(C)cc5)CC4)nc32)cc1	-10%	10%	.	51	9.1	-0.1%	.	3%	-12%	.	56%	.
O=C1CC[C@@H](OCc2ccccc2)CCN1CC[C@H](Sc1ccccc1)c1ccccc1	-10%	5%	.	107	2.4	-0.5%	.	-2%	5%	.	-1.5%	.
O=c1[nH]c2ccc(S(=O)(=O)N3CCN(Cc4ccccc4)CC3)cc2[nH]c1=O	-3%	-2%	-18	74	2.1	3.2%	i	-2%	10%	-9	-0.8%	-8
Cc1cc(C)cc(NC(=O)C(OC(=O)Cn2cnc3c2c(=O)n(C)c(=O)n3C)c2ccccc2)c1 (stereo not given)	-11%	.	.	69	0.6	2.7%[50 µM]	.	.	.	.	-0.2%	.
COc1ccc(-c2cn(Cc3ccc4ccccc4c3)nn2)cc1	-6%	9%	.	88	6.6	2.3%	.	-8%	18%	.	-1.3%	.
Cc1nn(-c2ccc(F)cc2)c2nc(N)c(C#N)c(-c3cccs3)c12	-3%	22%	1	88	12	2.1%	i	8%	1%	-11	7.1%	-3
CCN(CC)S(=O)(=O)c1ccc(OC)c(NS(=O)(=O)c2ccc(F)cc2)c1	1%	-2%	8	70	-1.1	1.6%	i	-8%	19%	6	1.3%	11
CCOC(=O)[C@H]1[C@H]2COc3ccc(OC)cc3[C@@H]2N2C(=O)[C@H](C)NC(=O)[C@@]12C	2%	.	.	59	-0.7	-0.1%	.	.	.	.	-0.3%	.
Cc1nc(C(=O)NNC(=O)c2ccccc2)c(C(F)(F)F)o1	8%	2%	.	39	1.3	-1.0%	.	-9%	-6%	.	0.9%	.
Cc1ccc(NCc2nc3ccccc3n2C)c(C)c1	-3%	-1%	.	88	0.3	0.3%	.	-8%	2%	.	1.8%	.
O=C(Nc1ccc(OCc2ccccc2)cc1)c1ccccc1	4%	23%	0	80	0.0	0.0%	i	-5%	-4%	-5	-0.8%	-14
Cc1cc(OCC(=O)N2CCC(C(=O)O)CC2)c2c(C)cc(=O)oc2c1	-8%	25%	.	89	-0.4	-0.1%	.	-10%	-6%	.	0.0%	.
Clc1ccccc1-c1ccc(CN2CCN(c3ccccc3)CC2)o1	-3%	1%	-9	48	1.1	0.0%	i	-3%	26%	66*	3.5%	55*
CC(C)C1C(=O)CC(c2ccccc2)NC1c1ccccc1 (stereo not given)	-9%	-8%	.	57	0.4	0.6%	.	2%	-7%	.	0.9%	.
COc1ccccc1NC(=O)c1sc2nc(-c3ccco3)ccc2c1N	-20%	?	6	95	0.6	-0.4%	i	3%	1%	29	10%	3
Cn1c(C(=O)N2CCC(C(=O)N3CCN(Cc4ccc5c(c4)OCO5)CC3)CC2)cc2sccc21	-3%	-2%	0	60	-0.3	-1.7%	i	4%	-9%	4	1.6%	0
Cc1cc(C(=O)O)c(S(C)(=O)=O)s1	-3%	-4%	-6	102	-1.4	0.4%	i	-5%	5%	-13	1.3%	-2
CCOC(=O)C1(CCOC)CCN(Cc2ccc(C3CCCCO3)s2)CC1 (stereo not given)	-16%	-9%	9	36	-0.3	0.0%	i	-2%	10%	19	-0.8%	18
COc1ccc(C(=O)NNC(=O)C2CCN(S(=O)(=O)c3ccc(C)cc3)CC2)cc1	-7%	2%	12	53	1.1	-0.2%	i	-10%	-14%	-11	-0.1%	-9
O=c1cc(N2CCCC2)c(-c2ccccc2)n[nH]1	.	10%	-33	41	-0.4	.	i	-4%	13%	6	4.0%	10
CCN(CCCNC(=O)CNC(=O)c1nn(-c2ccc(OC)cc2)c(=O)c2ccccc12)c1cccc(C)c1	-11%	5%	.	50	2.0	0.3%	.	-4%	-2%	.	43%	.
O=C(O)c1cnc(-c2ccccc2)nc1Sc1ccc(Cl)cc1	6%	21%	-28	85	-0.1	-0.5%	i	5%	13%	15	19%	14
Cc1ccc(C(=O)NC(C(=O)OCc2cn3cc(Cl)ccc3n2)C(C)C)cc1 (stereo not given)	-1%	.	.	64	-0.7	-0.2%[50 µM]	.	.	.	.	-0.7%	.
CCc1ccccc1N(CC(=O)NC(C)(C)C)C(=O)CCC(=O)Nc1ccccn1	-2%	-1%	.	67	0.1	-0.1%	.	-4%	-1%	.	0.4%	.
COc1ccc(CCNC(=O)c2cc3c(=O)n4ccccc4nc3n(CCCN3CCOCC3)c2=N)cc1OC	-4%	-6%	.	63	1.0	0.1%	.	-3%	-10%	.	-0.5%	.
CCCS(=O)(=O)N1CCCC(C(=O)NCC(OC)OC)C1 (stereo not given)	-3%	11%	8	30	0.3	0.7%	i	-4%	-3%	-5	4.8%	15
Fc1ccc2c(c1)C(c1ccncc1)=NNC(c1ccc(Br)cc1)=N2	1%	-2%	5	59	1.4	0.7%	i	-5%	-7%	30	1.7%	-6
O=C(c1ccccn1)c1cc2ccccc2n1S(=O)(=O)c1ccccc1	2%	1%	5	58	1.8	1.5%[50 µM]	i	-7%	0%	-22	1.3%	2
Cc1ccc(CC(=O)Nc2nccs2)cc1	3%	8%	.	58	0.9	-1.4%	.	-10%	5%	.	-0.1%	.
Cn1c(=O)c2c(nc(Cl)n2CCOc2ccccc2)n(C)c1=O	-5%	8%	.	43	1.2	0.7%[50 µM]	.	-8%	0%	.	5.6%	.
CN1C(=O)NC(c2cccc([N+](=O)[O-])c2)C2=C1CC(C)(C)CC2=O (stereo not given)	-4%	-16%	.	83	3.6	0.4%[50 µM]	.	0%	-14%	.	0.5%	.
O=C(COc1ccc(S(=O)(=O)NCc2ccccc2)cc1Cl)N1CCOCC1	2%	5%	-10	49	-0.2	6.3%	i	2%	-4%	35	0.0%	1
O=C(N/N=C/c1ccccn1)c1cccnc1	5%	-13%	.	38	-1.6	0.4%	.	-14%	14%	.	0.6%	.
CC(=O)N1CCc2cc(Br)cc(S(=O)(=O)CCC(=O)N3CCN(c4ccccn4)CC3)c21	2%	-12%	18	69	-1.5	0.2%	i	4%	-15%	-22	-2.2%	30
O=C(O)CCC(=O)Nc1ccc(S(=O)(=O)c2ccc(NC(=O)CCC(=O)O)cc2)cc1	-2%	10%	.	57	-0.9	0.3%	.	-17%	-10%	.	0.3%	.
CC1(C)Cc2ccccc2C(Nn2cnnc2)=N1	-6%	2%	9	32	1.5	-0.7%	i	-5%	9%	0	0.1%	10
O=C(O)CSc1ncccn1	10%	-13%	-4	63	-1.0	0.2%	i	-4%	3%	4	3.4%	11
Cc1onc(-c2c(Cl)cccc2Cl)c1COC(=O)c1ccc(Cl)cc1	3%	-8%	.	54	4.0	0.0%	.	-6%	18%	.	2.7%	.

Entries from the list above containing bromine, in the order listed:
smiles	Dengue-2 NS5 capping	AID2073	Autophagy HCS cell loss 18 h	NTR1 agonist cell count 20 µM	NTR1 agonist	K1F lysis inhibition	Autophagy HCS	LYP inhibition	GPR35 antagonists	WT yeast gro inh	RSV antiviral HEp-2	WT yeast gro inh mutant strain
Fc1ccc2c(c1)C(c1ccncc1)=NNC(c1ccc(Br)cc1)=N2	1%	-2%	5	59	1.4	0.7%	i	-5%	-7%	30	1.7%	-6
CC(=O)N1CCc2cc(Br)cc(S(=O)(=O)CCC(=O)N3CCN(c4ccccn4)CC3)c21	2%	-12%	18	69	-1.5	0.2%	i	4%	-15%	-22	-2.2%	30
